# Growth percent in the NCI-60 one-dose screen (48 h, 10 µM unless noted): 100 = growth as untreated, 0 = no growth, -100 = all killed.
# 786-0 – 786-0 renal cancer cells. 81,000 compounds, 5.1% hits
# UO-31 – UO-31 renal cancer; 81,000 compounds, 5.2% hits; AID 1794768
# SN12C – SN12C renal cancer cells; 81,000 compounds, 3.8% hits
# ACHN – ACHN renal cancer. 81,000 compounds, 4.9% hits. AID 1794771
# CAKI-1 – CAKI-1 renal cancer | 75,000 compounds, 4.7% hits | AID 1794772
# A498 – A498 renal cancer cells; 76,000 compounds, 5.4% hits; AID 1794774
# RXF 393 – RXF 393 renal cancer cells; 77,000 compounds, 6.9% hits; AID 1794773
# DU-145 – DU-145 prostate cancer; 81,000 compounds, 4.2% hits; AID 1794760
# TK-10 – TK-10 renal cancer cells; 81,000 compounds, 3.9% hits; AID 1794769
# * hit, by the source's call; . = no result given; & = joins results of further samples; [ ] = remark or other dose. The calls were made as follows: active = growth percent below 10; inactive = the rest. Some of the compounds tested; the hit share may differ from the screen's.
nr	smiles	A498	SN12C	ACHN	CAKI-1	UO-31	DU-145	TK-10	786-0	RXF 393
1	BrCCc1ccccc1	101	100	92	84	91	124	98	107	106
2	O=C(O)/C=C/c1ccccc1	92&99	102&100	107&98	113&118	101&85	115&109	99&107	103&100	121&106
3	COc1ccc(C(Cc2ccccc2)N2CCCCC2)cc1 (configuration not stated)	100	96	103	94	82	113	93	85	109
4	CC(Oc1ccc(Cl)cc1Cl)C(=O)O (configuration not stated)	96	100	110	106	76	108	101	96	112
5	CCCCCC/C=C/c1cc(O)c2c(c1)OC(C)(C)[C@H]1CC[C@H](C)C[C@H]21	101	92	93	82	81	109	104	95	124
6	Cc1cc(-c2ccc(N)c(C)c2)ccc1N	113	93	115	84	102	113	120	89	102
7	O=C1NC(=O)C2C1C1(Cl)C(Cl)=C(Cl)C2(Cl)C1(Cl)Cl (configuration not stated)	78	99	96	.	.	103	111	100	123
8	NC(N)=N/N=C\c1c[nH]c2ccccc12	113	83	100	57	114	122	100	101	72
9	NC(N)=NC(N)=NCCc1c[nH]c2ccc(O)cc12	132[100 µM]	101[100 µM]	105[100 µM]	100[100 µM]	97[100 µM]	.	103[100 µM]	99[100 µM]	102[100 µM]
10	ClCCN(CCCl)c1ccc(/C=C/c2ccncn2)cc1	91	95	93	69	93	110	79	107	97
11	O=C1NC(=O)C(CCOc2ccccc2)(CCc2ccccc2)C(=O)N1	92	95	95	104	75	118	93	103	122
12	Cn1cc([N+](=O)[O-])cc1C(=O)C(Cl)(Cl)Cl	96	102	114	97	114	109	95	100	42
13	NC(Cc1ccccc1)c1ccc2c(c1)CCC2 (configuration not stated)	44	81	96	93	72	104	92	86	88
14	CC1(C)N=C(N)N=C(N)N1c1ccc(CCCCc2ccc(Cl)c(S(=O)(=O)F)c2)c(Cl)c1	70	25	28	.	27	35	42	-20*	.
15	O=C1C2CC=CCC2C(=O)N1SC(Cl)(Cl)Cl (configuration not stated)	139	97	72	73	4.1*	109	115	98	64
16	Cc1ccc(CN2CCC3CCC(C3)C2)c(O)c1 (configuration not stated)	93	106	111	.	85	108	103	106	111
17	CC(=O)C1CCC2C3C(N4CC4)CC4=CC(=O)CCC4(C)C3CCC12C (configuration not stated)	94	85	66	80	81	.	91	87	.
18	CC(C)NCC(=O)c1ccc(O)c(O)c1	101	91	96	103	93	101	92	107	111
19	CNC(=O)Oc1ccccc1-c1ccccc1	93	106	108	95	82	106	91	96	120
20	CCCCCCCCCCOC(=O)CCN1CC1	78	106	106	93	98	107	115	111	114
21	CC1CCCC(C[N+](C)(C)C)C1=O (configuration not stated)	101	93	98	103	73	115	106	112	112
22	CS(=O)(=O)CCN1CC2CCCC(C2)C1	.	98	98	97	97	102	96	96	107
23	C[C@]12C[C@@H](CO)[C@H](O)C[C@@H]1CC[C@@H]1[C@@H]2CC[C@@]2(C)[C@H]1CC[C@]2(C)O	103	98	88	94	82	107	116	111	101
24	CC1CCC2(OC1)OC1C(O)C3C4CCC5CC(OC6OC(CO)C(OC7OC(CO)C(O)C(OC8OCC(O)C(O)C8O)C7OC7OC(CO)C(O)C(OC8OC(CO)C(O)C(O)C8O)C7O)C(O)C6O)C(O)CC5(C)C4CCC3(C)C1C2C (configuration not stated)	.	-27*	1.6*	-63*	-97*	-100*	-27*	-92*	-72*
25	NC(N)=Nc1ccccc1 (tested in a mixture with another compound)	90	104	114	97	98	110	113	105	119

# Quoted at random: 3 records from the list, in no set order.
nr	smiles	A498	SN12C	ACHN	CAKI-1	UO-31	DU-145	TK-10	786-0	RXF 393
22	CS(=O)(=O)CCN1CC2CCCC(C2)C1	.	98	98	97	97	102	96	96	107
18	CC(C)NCC(=O)c1ccc(O)c(O)c1	101	91	96	103	93	101	92	107	111
19	CNC(=O)Oc1ccccc1-c1ccccc1	93	106	108	95	82	106	91	96	120

# More results.
nr	smiles	A498	SN12C	ACHN	CAKI-1	UO-31	DU-145	TK-10	786-0	RXF 393
26	CN(C)C1C(=O)C(C(=O)NP(=O)(NCCCO)N(CCCl)CCCl)=C(O)C2(O)C(=O)C3=C(O)c4c(O)cccc4C(C)(O)C3CC12 (configuration not stated)	113	96	85	119	82	107	128	118	111
27	CCCCC1(CCC)C(=O)NC(=S)NC1=O	129	.	95	97	86	119	118	94	195
28	CC1(C)N=C(N)N=C(N)N1c1cccc(S(=O)(=O)F)c1	95	103	94	95	89	117	104	103	109
29	COC(=O)[C@@H](C)C[C@H](Cc1ccccc1)NC(=O)c1csc([C@@H](C[C@H](C(C)C)N(C)C(=O)[C@@H](NC(=O)C23CC(NC(C)=O)(C2)C3)C2CC2)OC(C)=O)n1	48	52	96	95	95	62	77	65	37
30	CCCC1(CC(C)C)C(=O)NC(=S)NC1=O	116	97	98	104	81	103	92	114	107
31	CC(CC1CCCCC1)NCc1ccccc1 (configuration not stated)	89	94	96	100	66	108	94	100	100
32	CCCCN(CCCC)CC(O)c1ccc(I)cc1 (configuration not stated)	93	102	103	94	81	104	93	104	82
33	CC(NC(=O)N1CC1(C)C)c1ccccc1 (configuration not stated)	107	104	107	120	95	120	104	102	113
34	CC1(C)N=C(N)N=C(N)N1c1ccc(CCCCc2ccc(Cl)cc2S(=O)(=O)F)c(Cl)c1	55	23	19	21	61	23	30	20	30
35	O=C1NC(=O)C(=Cc2cn(CCCCCCn3c4ccccc4c(=O)c4ccccc43)c3ccccc23)C(=O)N1	-49*	91	101	98	64	97	.	97	127
36	CCC(COC(=O)c1cc(OC)c(OC)c(OC)c1)(c1ccccc1)N(C)C (configuration not stated)	93	.	108	75	72	110	108	97	120
37	CCc1ccccc1[N+](=O)[O-]	108	95	94	101	92	112	103	108	107
38	CCCCCCC(C)(C)c1cc(OC)c2c(c1)OC(C)(C)[C@@H]1CC=C(C)C[C@@H]21	98	108	109	.	91	107	122	114	105
39	C[C@]12CCC3[C@@H](CC[C@@]45O[C@@H]4C(O)=C(C#N)C[C@]35C)C1CC[C@@H]2O (some centres not stated)	84	93	98	93	63	106	114	100	111
40	O=C1C2C(C(=O)[N]1[Hg][c]1cccs1)C1(Cl)C(Cl)=C(Cl)C2(Cl)C1(Cl)Cl (configuration not stated)	124	-47*	-36*	1.6*	-30*	54	50	-90*	-84*
41	COc1cc(C=Nc2cc(Cl)cc(Cl)c2)ccc1N(CCCl)CCCl	65	88	63	63	67	98	148	107	82
42	Cc1cc([N+](=O)[O-])c2ccccc2[n+]1[O-]	-80*	-21*	-73*	-82*	-49*	-37*	-30*	-31*	-66*
43	CCOC(=O)C(Cl)(Cl)Cl	100	102	110	104	95	105	105	105	110
44	COP(=S)(OC)Oc1ccc([N+](=O)[O-])c(Cl)c1	107	105	102	98	78	117	84	106	118
45	NNC(=O)c1ccc(O)cc1	93	96	107	98	96	99	92	104	97
46	CCC(CC)(C[N+](=O)[O-])C[N+](=O)[O-]	89	96	93	90	89	106	103	98	110
47	Cc1cccc(OP(=S)(Oc2cccc(C)c2)Oc2cccc(C)c2)c1	95	95	97	75	.	109	100	.	101
48	NC(N)=N/N=C\c1ccc2c(c1)OCO2	92	99	104	91	84	104	109	107	98
49	CC(C)(C)NC(=O)NCCN1CC1	85	103	105	102	105	111	113	112	96
50	CCCCOC(=O)CC(C)SP1(=S)OCC(CC)(CC)CO1 (configuration not stated)	110	.	111	92	87	109	99	100	106

# Sorted by heavy-atom count (lowest first): some entries from above
nr	smiles	A498	SN12C	ACHN	CAKI-1	UO-31	DU-145	TK-10	786-0	RXF 393
37	CCc1ccccc1[N+](=O)[O-]	108	95	94	101	92	112	103	108	107
46	CCC(CC)(C[N+](=O)[O-])C[N+](=O)[O-]	89	96	93	90	89	106	103	98	110
48	NC(N)=N/N=C\c1ccc2c(c1)OCO2	92	99	104	91	84	104	109	107	98
26	CN(C)C1C(=O)C(C(=O)NP(=O)(NCCCO)N(CCCl)CCCl)=C(O)C2(O)C(=O)C3=C(O)c4c(O)cccc4C(C)(O)C3CC12 (configuration not stated)	113	96	85	119	82	107	128	118	111

# (more compounds)
nr	smiles	A498	SN12C	ACHN	CAKI-1	UO-31	DU-145	TK-10	786-0	RXF 393
51	O=Cc1cn(Cc2ccccc2)c2ccccc12	-93*	98	91	22	56	108	25	88	68
52	COc1cc2c3c(c1OC)-c1ccncc1CC3N(C)CC2 (configuration not stated)	108	92	87	92	82	110	140	99	110
53	C=C(C)[C@@H]1CCC(C)=C[C@H]1c1c(O)cc(O)cc1CCCCC	96	102	100	.	77	95	104	91	96
54	CCc1cc2c(cc1-c1csc(C/C(N)=N/O)n1)C(C)(C)CCC2(C)C	96	88	87	93	81	106	137	103	96
55	COc1cc(C2c3cc(O)c(OC)cc3CC3C(=O)OCC32)ccc1O (configuration not stated)	99	102	106	106	94	99	97	105	109
56	C/C(=C\c1ccn(-c2ccc(N)c(F)c2)n1)[C@@H]1C[C@@H]2O[C@]2(C)CCC[C@H](C)[C@H](O)[C@@H](C)C(=O)C(C)(C)[C@@H](O)CC(=O)O1	13	36	45	38	37	-26*	45	25	0.6*
57	NCC(O)c1ccc(Cl)cc1 (configuration not stated)	100	103	95	.	74	107	89	92	94
58	C=CC(O)P(=O)(OC)OC (configuration not stated)	105	104	106	96	93	122	106	100	127
59	CS(=O)(=O)c1ccc(C(=O)C2C(=O)CCCC2=O)c(Cl)c1COCC(F)(F)F	120	110	115	93	90	122	101	99	122
60	O=C1NC(=O)C(CN2C(=O)C3(c4ccccc42)[C@H](Cl)C(=O)N3c2ccccc2)C(=O)N1 (some centres not stated)	105	97	89	86	69	102	121	94	65
61	CC[N+]12CN3CN(CN(C3)C1)C2	91	105	104	99	95	98	115	105	119
62	O=[N+]([O-])c1cc([N+](=O)[O-])c(Cl)s1	106	104	104	.	92	107	117	104	137
63	CCCCn1c(=O)c(C(c2c(O)c3ccccc3oc2=O)c2cn(C)c3ccccc23)cc2cc(Cl)ccc21 (configuration not stated)	106	102	104	93	87	119	111	105	.
64	O=CN1N=C(c2ccc(F)cc2)CC1c1sc(N(CCCl)CCCl)nc1Cl (configuration not stated)	88	89	91	88	75	103	108	93	92
65	COC(=O)[C@@H](C)C[C@H](Cc1ccccc1)NC(=O)c1csc([C@@H](C[C@H](C(C)C)N(C)C(=O)[C@@H](NC(=O)[C@H]2CCCN2C)C2CC2)OC(C)=O)n1	-1.0*	25	21	13	48	8.1*	.	16	81
66	CN(C)c1ccc(N=Nc2ccc([As](=O)(O)O)cc2)cc1	113	108	115	120	80	106	113	114	110
67	N#CC(C#N)=Cc1cccc([N+](=O)[O-])c1	90	95	106	98	96	110	106	98	106
68	O=C(NC(O)C(Cl)(Cl)Cl)c1ccccc1 (configuration not stated)	114	92	96	.	91	121	92	97	142
69	CCn1c2ccccc2c2cc(C(=O)c3cccc4c3CCCN4)ccc21	112	94	102	99	94	102	107	99	104
70	COC(=O)C1=COC(C)C2CN3CCC4(C(=O)Nc5ccccc54)C3CC12 (configuration not stated)	106	99	100	99	90	105	99	95	113

# Compound profiles (already shown). Screens in order: A498, SN12C, ACHN, CAKI-1, UO-31, DU-145, TK-10, 786-0, RXF 393
# Shown for `CC1(C)N=C(N)N=C(N)N1c1ccc(CCCCc2ccc(Cl)cc2S(=O)(=O)F)c(Cl)c1` → 55, 23, 19, 21, 61, 23, 30, 20, 30
# Shown for `CC(CC1CCCCC1)NCc1ccccc1` (configuration not stated) → 89, 94, 96, 100, 66, 108, 94, 100, 100
# Shown for `CCc1ccccc1[N+](=O)[O-]` → 108, 95, 94, 101, 92, 112, 103, 108, 107
# Shown for `ClCCN(CCCl)c1ccc(/C=C/c2ccncn2)cc1` → 91, 95, 93, 69, 93, 110, 79, 107, 97

# Source: PubChem BioAssay
